MITF act = increases MITF-driven TRPM1 promoter luciferase signal | SK-MEL-5 TRPM1-promoter luciferase, 24 h; % of positive control, neutral wells = 0 | AID 588334 | actives 0.75% (n = 300,000) | activation, % at 12.5 µM;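 active = mean activation of at least 80% with every replicate also reaching 80%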;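 note: 0% = neutral control wells and 100% = parthenolide positive control wells; values of inactives mirror those of a sister screen read the other way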
Rtt109 HAT inh = inhibitors of Candida albicans Rtt109/Vps75 histone acetyltransferase; inhibition, % at 34.9 µM; actives 0.16% (n = 330,000); purified Rtt109/Vps75, ThioGlo CoA-SH fluorescence, 4 h;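 active = inhibition of at least 50% in every replicate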
Target sequence (Q5AAJ8 whole entry, looked up): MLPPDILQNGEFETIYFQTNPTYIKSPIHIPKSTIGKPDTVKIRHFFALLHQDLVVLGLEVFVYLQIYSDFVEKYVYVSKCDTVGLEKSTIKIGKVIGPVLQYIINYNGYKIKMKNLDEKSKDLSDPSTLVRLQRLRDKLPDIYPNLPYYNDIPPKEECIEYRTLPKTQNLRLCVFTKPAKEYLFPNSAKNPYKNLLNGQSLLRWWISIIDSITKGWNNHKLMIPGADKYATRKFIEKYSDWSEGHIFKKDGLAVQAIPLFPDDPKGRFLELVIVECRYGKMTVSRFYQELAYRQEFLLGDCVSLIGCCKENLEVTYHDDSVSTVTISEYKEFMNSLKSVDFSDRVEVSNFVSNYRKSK
dFosB activator = activators of mouse delta FosB homodimer; actives 0.99% (n = 340,000); purified delta FosB, TAMRA-CDK5 oligo fluorescence polarization; percent of positive-control signal above neutral wells; P13346; AID 493131; activation, % at 25 µM;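 active = mean activation above about 17%, with every replicate also reaching it, limit read from the data, passing the limit was not always enough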;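 note: fluorescence polarization rise as delta FosB binds a TAMRA Cdk5 AP-1 oligo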
CDK5 inh = CDK5/p35 (human) kinase inhibition; inhibition, % at 10 µM; Recombinant CDK5/p35, ADP-Glo luminescence, 60 min; Q00535+Q15078; actives 0.01% (n = 330,000); AID 488839;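 active = highest replicate inhibition of at least 50% and at least 75% of replicates reaching 50%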;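 note: plate controls were DMSO neutral control for no effect and GW8510 at 10 µM for full effect; many of its hits are not listed in these tables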
Target sequence (Q00535 whole entry, looked up): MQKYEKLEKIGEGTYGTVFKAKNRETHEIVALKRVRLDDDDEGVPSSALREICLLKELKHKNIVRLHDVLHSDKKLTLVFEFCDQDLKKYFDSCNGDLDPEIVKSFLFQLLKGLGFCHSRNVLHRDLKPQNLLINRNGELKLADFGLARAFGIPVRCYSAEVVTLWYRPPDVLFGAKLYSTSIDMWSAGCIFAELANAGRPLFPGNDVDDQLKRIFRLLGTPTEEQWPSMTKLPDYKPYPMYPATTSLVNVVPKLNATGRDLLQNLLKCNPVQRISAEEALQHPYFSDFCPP
Target sequence (Q15078 whole entry, looked up): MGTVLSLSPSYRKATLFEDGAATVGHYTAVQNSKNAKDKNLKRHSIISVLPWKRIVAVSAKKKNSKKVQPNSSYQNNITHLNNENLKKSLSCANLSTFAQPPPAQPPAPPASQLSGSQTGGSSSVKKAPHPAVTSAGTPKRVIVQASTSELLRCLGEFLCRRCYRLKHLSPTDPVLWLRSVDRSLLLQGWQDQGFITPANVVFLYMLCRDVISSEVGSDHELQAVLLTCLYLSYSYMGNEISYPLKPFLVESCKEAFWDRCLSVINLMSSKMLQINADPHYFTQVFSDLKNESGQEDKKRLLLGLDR
Tat export inh = inhibitors of E. coli Tat protein transport | actives 0.036% (n = 340,000) | AID 488895 | E. coli MC4100 TorA-mCherry Tat export, fluorescence | inhibition, % at 10 µM;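 active = mean replicate inhibition at least 50% and at least half of replicates individually reaching 50%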;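 note: exported cargo escapes ClpAP degradation while cytoplasmic cargo is degraded and loses fluorescence; 0% = median of neutral control wells and 100% = median of NaSCN control wells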
CAL PDZ FP-1 = inhibitors of human CAL PDZ peptide binding. inhibition, % at 24.9 µM. actives 0.92% (n = 300,000). purified CAL PDZ, TMR-peptide fluorescence polarization, 1 h. AID 602252. Q9HD26;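 active = mean inhibition of at least 30% with at least half of replicates also reaching 30%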;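 note: 0% = DMSO neutral control and 100% = excess unlabeled competitor peptide PRC23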
Wnt bcat act = activates Wnt/beta-catenin signaling in a reporter cell assay; actives 1.2% (n = 300,000); activation, % at 9.35 µM; activator, plate reader; in the data active = activation above about 30%, passing the limit was not always enough;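 note: 0% = neutral control wells and 100% = positive control wells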
CAL PDZ FP-2 = human CAL PDZ-peptide interaction inhibition | purified CAL PDZ, TMR-peptide fluorescence polarization, 1 h | inhibition, % at 20 µM | actives 0.02% (n = 330,000) | AID 504414;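 active = highest replicate inhibition of at least 40%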;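 note: plate controls were DMSO neutral control wells for no effect and unlabeled competitor peptide control wells for full effect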
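Read-out basis: mP drop reported as inhibition | Assay system: Tagged CAL PDZ protein CerCALP, purified | Benchmarks: Unlabelled peptide for full inhibition, DMSO wells as neutral | Schedule: 1 h incubation at room temperature before polarization reading | Buffer or medium: Sodium phosphate/NaCl buffer pH 7.4 with TCEP, IgG, Thesit | Doses: Single point, 20 µM | Measured by: Fluorescence polarization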
V-ATPase pHluor = regulators of yeast V-ATPase proton transport; S. cerevisiae, pHLuorin cytosolic pH fluorescence; response, % at 10 µM; actives 0.37% (n = 350,000); AID 504577; in the data active = response mostly above about 7.3%, no sharp cut-off; inactive = mostly below about 5.4%; note: actives read high; inactives centre near 0; some compounds called inactive have numbers as strong as hits
cardiac RTF act = cardiac RTF calcium sensitization; activation, % at 7.2 µM; IANBD-labeled TnC RTF fluorescence at EC20 calcium; 0% EC20 calcium, 100% full calcium; P19429+P45379; actives 0.24% (n = 340,000); AID 493008;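 active = activation above the mean over all tested compounds plus 3 SD, cut at about 30% in these data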;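 note: rise in fluorescence read as greater calcium sensitivity of cardiac thin filaments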
Starred values were filed as active, the others as inactive; i = inactive; nt = not tested or not shown.

SMILES	MITF act	Rtt109 HAT inh	dFosB activator	CDK5 inh	Tat export inh	CAL PDZ FP-1	Wnt bcat act	CAL PDZ FP-2	V-ATPase pHluor	cardiac RTF act
COC(=O)c1ccccc1NC(=O)Nc1nnc(N2CCC(C)CC2)s1	12	-24	-4	-2.0	-6	nt	-2	-0.3	0	3
N#CC1CC(c2ccccc2)Nc2cc(Cl)ccc2N1 (stereo unspecified)	47	4	-5	1.8	5	-3	29	0.3	2	4
Cc1ccc(NC(=O)Nc2ccc(S(N)(=O)=O)cc2)cc1	24	0	-4	3.3	-3	-3	0	-3.2	1	-2
O=C(c1ccccc1)N1CCN(C(=O)c2ccncc2)CC1	15	4	-1	-0.5	-3	1	2	-0.1	1	-5
CCOC(=O)c1ccc(NNC(=O)CC)c([N+](=O)[O-])c1	-9	5	-4	1.7	17	-3	-1	-2.2	3	-2
O=C(NNC(=O)c1ccccc1OCc1ccccc1Cl)c1csc(N2CCOCC2)n1	-24	-1	2	-1.9	23	-6	-1	0.3	1	-3
Cc1ccc2oc(=O)cc(CN3CC(C)OC(C)C3)c2c1 (stereo unspecified)	5	-15	6	2.0	2	nt	0	-1.6	0	-2
COc1ccc(N/N=C(\C#N)C(=N)N2CCCCC2)cc1	57	-6	1	0.5	8	49*	23	-0.7	6	2
O=C(Nc1ccc(F)c([N+](=O)[O-])c1)c1ccc2c(c1)OCCO2	56	5	10	0.6	-4	12	20	-0.5	-2	-1
COc1cc(C(=O)NNC(=O)c2cc(-c3ccccc3)n[nH]2)cc(OC)c1C	-3	2	2	-1.4	4	nt	1	-4.1	-2	-7
Cc1ccc2c(c1)c(CC(=O)Nc1ccc(C)c(F)c1)c(C(=O)O)n2C	-6	-3	-6	-1.4	2	-1	-4	-0.5	1	1
Clc1ccc(Cn2ncc3c(N4CCCCC4)ncnc32)c(Cl)c1	0	-7	-3	0.3	17	6	0	-1.1	2	2
CCOC(=O)C1(Cc2cccc(OC)c2)CCN(Cc2ccc(C)s2)CC1	6	13	0	2.3	-10	-5	0	-3.2	3	-2
CCOC(=O)c1c(C)oc2ccc(OCc3cc(C(=O)OC)oc3C)cc12	3	2	-13	-0.7	-5	-1	nt	-0.9	4	14
COc1ccc(N2C(=O)CSC2c2cccc(OC)c2OC)cc1 (stereo unspecified)	-12	nt	-8	-1.5	1	-3	nt	-2.8	4	-4
O=C(CNC(=O)c1ccncc1)N/N=C/c1cccc([N+](=O)[O-])c1	11	51*	-6	-1.1	0	-3	-7	-3.9	6	-5
COC(=O)c1cccc(Nc2cc(C)nc(-c3ccccc3O)n2)c1	11	-13	-2	-9.2	18	-9	1	-2.8	-12	-25
Cc1ccc(CC(NC(=O)c2ccccc2)C(=O)NC(C)C(=O)O)cc1 (stereo unspecified)	-5	0	-4	0.9	-4	-2	-1	-0.6	0	-3
COc1ccc(C(=O)c2ccccc2)c2c(O)ccc(C(=O)c3ccccc3)c12	-36	5	10	0.1	7	7	nt	-0.2	0	3
COc1ccc(CSc2nncn2N)cc1[N+](=O)[O-]	1	-13	5	-2.9	-4	-3	1	-2.9	4	-1
COc1ccc(C(C(O)C(=O)c2c[nH]c3ccccc23)N2CCN(c3ccc(OC)cc3)CC2)cc1 (stereo unspecified)	-1	12	-1	0.4	0	-4	-4	-1.1	2	-1
O=C(/C=C/c1cnc2ccccc2n1)NC1CCCCCC1	64	9	-3	0.5	-6	0	49*	-2.1	-1	-7
CNC(=O)COc1coc(CN2CCN(c3ccccc3)CC2)cc1=O	2	-7	-4	0.1	-5	6	0	-0.7	0	-4
CCN(CC)S(=O)(=O)c1ccc(NC(=S)NC(=O)CC(C)C)cc1	14	0	-17	-1.6	1	112*	7	-2.1	0	2
CCCn1c(SCC(=O)Nc2c(C)cccc2C)nnc1C(C)C	3	-2	0	-5.8	3	-4	nt	nt	6	15
COc1ccc(CC(=O)Nc2cccc(-c3ccc4nncn4n3)c2)cc1OC	-8	1	63*	-0.2	-4	-6	-2	-4.1	4	-1
CCOC(=O)N1CCN(CCC(=O)Nc2ccccc2)CC1	-1	-1	-6	0.5	-10	-1	2	0.0	3	-6
O=C(Nc1ccccc1C(=O)Nc1ccncc1)c1ccc([N+](=O)[O-])cc1	-1	nt	-6	9.9	0	-1	-3	-2.3	3	11
COc1ccc(C(=O)OCC(=O)c2ccc[nH]2)cc1	76	10	-5	-1.2	4	nt	26	-0.1	0	-2
CCOC(=O)c1sc2nc(C)c([N+](=O)[O-])c(COC)c2c1N	-7	-2	-1	-4.3	32	nt	-2	0.7	0	6
O=C(COC(=O)CNC(=O)c1ccc(Cl)c([N+](=O)[O-])c1)NCC1CCCO1 (stereo unspecified)	-7	-8	8	1.0	-3	-2	1	0.1	-1	1
COc1ccc(C(=O)c2ccc(OC)cc2OC)cc1	nt	-7	0	0.6	6	nt	-10	-0.9	-2	-4
COCCN(C(=O)C(C)C)c1nnc(-c2ccc(C(C)(C)C)cc2)s1	18	-6	-1	1.6	-2	2	0	0.3	-4	-2
Cc1ccc(OCC(=O)NCCc2nc3ccccc3[nH]2)c(C)c1	-2	-4	-10	-0.4	3	-2	-5	-0.9	-3	4
O=C(Cn1c2[n+](c3ccccc31)CC(O)CS2)c1ccccc1 (stereo unspecified)	-12	3	-11	1.4	3	-3	0	0.9	0	2
CC(C)C(=O)Nc1nnc(SCC(=O)NCc2ccc3c(c2)OCO3)s1	-14	2	-4	-3.8	-2	0	1	1.1	1	0
CCCCc1nc2sc3c(c2c(=O)[nH]1)CCC3	1	-17	2	-6.8	9	nt	nt	0.0	2	2
Oc1ccc2[nH]cnc2c1CN1CCCCC1	5	-14	-7	0.8	-3	0	nt	-0.2	0	5
CN1CN(C)c2cccc3cccc1c23	-18	-4	10	-0.3	-3	5	6	-0.9	-2	-5
O=c1oc2c(CN3CCN(CCO)CC3)c(O)ccc2cc1-c1ccccn1	-8	i	0	1.2	-1	3	0	0.2	-2	-1
O=C(c1noc2c1CCCCC2)N1CCOCC1	-2	27	4	0.8	4	0	0	nt	11	-2
CN[C@@H]1CC[C@H](c2ccc(Cl)c(Cl)c2)c2ccccc21	0	3	2	-0.6	9	-1	-3	-0.9	2	-7
CCOC(=O)CN(C(=O)CSc1nnc(CNc2ccc(F)cc2)o1)c1ccccc1	nt	-13	-4	0.1	3	-3	2	-1.7	4	15
O=C(Nc1cccc(C(F)(F)F)c1)c1ccccc1NC(=O)C1CCCCC1	1	1	-4	-1.9	-5	0	-2	-2.5	2	-1
NNC(=O)CNc1ccccc1Cl	-3	-1	-5	0.6	-8	nt	-3	0.2	8.4*	1
CCOc1ccc(OCC)c(NC(=O)CN(C)S(=O)(=O)c2ccc3nc(C)sc3c2)c1	-7	1	-1	0.3	14	-1	nt	-0.9	-1	-3
O=C(Nc1cccc([N+](=O)[O-])c1)C(=O)N1CCCCC1	55	-1	-7	0.2	-7	-2	23	-1.9	1	2
Cc1nn2c3c(cnc2c1-c1ccccc1)C(=O)CC(c1ccccc1)C3 (stereo unspecified)	9	0	-6	-0.1	-6	3	nt	-0.1	-5	0
CCOc1c(C(N)=O)cc([N+](=O)[O-])cc1[N+](=O)[O-]	-16	2	8	-0.2	-5	2	-4	-2.8	1	-2
CCCC(=O)N1CCN(c2ccc(NC(=O)c3cccs3)cc2)CC1	19	2	-6	-0.8	-2	-6	0	-0.7	-1	1
O=C(CN(Cc1ccc(Cl)cc1)C(=O)CNS(=O)(=O)c1ccc(F)cc1)NCC1CCCO1 (stereo unspecified)	-10	-1	-7	1.7	0	-3	-2	-2.3	2	-6
O=C(O)c1ccc(Nc2cccc(F)c2)c([N+](=O)[O-])c1	8	7	1	-0.7	6	-5	-1	-1.0	1	-1
O=S(=O)(O)c1cc2onnc2c2ccccc12	-4	1	-8	-1.6	-8	nt	-7	0.2	0	1
Clc1ccc(-c2cn3c(n2)-c2ccccc2C3)cc1Cl	5	-9	3	1.2	1	-3	nt	-3.3	2	-10
COc1ccc(C2=NN(C(=O)CCCC(=O)O)C(c3cccs3)C2)cc1OC (stereo unspecified)	-1	0	7	-1.1	-5	2	-4	-2.2	2	5

Entries from the list above that contain a halogen (13):
SMILES	MITF act	Rtt109 HAT inh	dFosB activator	CDK5 inh	Tat export inh	CAL PDZ FP-1	Wnt bcat act	CAL PDZ FP-2	V-ATPase pHluor	cardiac RTF act
N#CC1CC(c2ccccc2)Nc2cc(Cl)ccc2N1 (stereo unspecified)	47	4	-5	1.8	5	-3	29	0.3	2	4
O=C(NNC(=O)c1ccccc1OCc1ccccc1Cl)c1csc(N2CCOCC2)n1	-24	-1	2	-1.9	23	-6	-1	0.3	1	-3
O=C(Nc1ccc(F)c([N+](=O)[O-])c1)c1ccc2c(c1)OCCO2	56	5	10	0.6	-4	12	20	-0.5	-2	-1
Cc1ccc2c(c1)c(CC(=O)Nc1ccc(C)c(F)c1)c(C(=O)O)n2C	-6	-3	-6	-1.4	2	-1	-4	-0.5	1	1
Clc1ccc(Cn2ncc3c(N4CCCCC4)ncnc32)c(Cl)c1	0	-7	-3	0.3	17	6	0	-1.1	2	2
O=C(COC(=O)CNC(=O)c1ccc(Cl)c([N+](=O)[O-])c1)NCC1CCCO1 (stereo unspecified)	-7	-8	8	1.0	-3	-2	1	0.1	-1	1
CN[C@@H]1CC[C@H](c2ccc(Cl)c(Cl)c2)c2ccccc21	0	3	2	-0.6	9	-1	-3	-0.9	2	-7
CCOC(=O)CN(C(=O)CSc1nnc(CNc2ccc(F)cc2)o1)c1ccccc1	nt	-13	-4	0.1	3	-3	2	-1.7	4	15
O=C(Nc1cccc(C(F)(F)F)c1)c1ccccc1NC(=O)C1CCCCC1	1	1	-4	-1.9	-5	0	-2	-2.5	2	-1
NNC(=O)CNc1ccccc1Cl	-3	-1	-5	0.6	-8	nt	-3	0.2	8.4*	1
O=C(CN(Cc1ccc(Cl)cc1)C(=O)CNS(=O)(=O)c1ccc(F)cc1)NCC1CCCO1 (stereo unspecified)	-10	-1	-7	1.7	0	-3	-2	-2.3	2	-6
O=C(O)c1ccc(Nc2cccc(F)c2)c([N+](=O)[O-])c1	8	7	1	-0.7	6	-5	-1	-1.0	1	-1
Clc1ccc(-c2cn3c(n2)-c2ccccc2C3)cc1Cl	5	-9	3	1.2	1	-3	nt	-3.3	2	-10

Bioassay records as filed in PubChem BioAssay.
